Bioassay records as filed in PubChem.
Mcl1 Noxa PPI – Mcl-1/Noxa interaction inhibition. Q07820. TR-FRET Mcl-1/Noxa peptide binding, 2 h. inhibition, % at 21.7 µM. hit rate 1.5% among 220,000;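 active means compounds that cut the protein-peptide binding signal by more than 50% relative to plate controls in a single-dose test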;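 further: His-tagged Mcl-1 with rhodamine Noxa BH3 peptide and terbium anti-His antibody; 0% = Mcl-1 plus Noxa peptide wells and 100% = peptide-only wells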
Target sequence (Q07820 whole entry, looked up): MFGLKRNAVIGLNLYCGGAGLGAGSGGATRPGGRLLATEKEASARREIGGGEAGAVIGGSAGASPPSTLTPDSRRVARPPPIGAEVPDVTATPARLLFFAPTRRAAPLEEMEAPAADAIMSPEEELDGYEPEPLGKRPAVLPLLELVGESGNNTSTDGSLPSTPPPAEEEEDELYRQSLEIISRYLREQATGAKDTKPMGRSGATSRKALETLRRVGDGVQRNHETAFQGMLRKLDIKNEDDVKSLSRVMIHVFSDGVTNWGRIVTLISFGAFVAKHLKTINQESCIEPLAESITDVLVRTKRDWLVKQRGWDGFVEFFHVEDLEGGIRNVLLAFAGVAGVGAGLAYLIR
Mcl1-Bid inh – disrupts binding of human Mcl-1 to Bid peptide. Q07820. TR-FRET Mcl-1/Bid-Dy647 peptide binding, 1536-well. inhibition, % at 21.7 µM. hit rate 0.97% among 220,000. AID 1021;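 active means compounds that cut the binding signal by more than half at the single screening dose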;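 further: His-tagged Mcl-1 with europium anti-His antibody binding Bid BH3 peptide; 0% = Mcl-1 plus peptide wells and 100% = peptide-only wells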
RGS8-Gao reg – human RGS8-Galphao interaction regulation; response (percent of control binding), % at 10 µM; hit rate 0.34% among 220,000; multiplexed bead flow cytometry, RGS8-Galphao binding; actives lie on both sides; P09471; AID 1423; in the data active means response below about 60% or above about 140%; inactive means in between;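 further: Galphao activated as the GDP aluminium fluoride complex binding bead-coupled RGS8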
Pf gametocyte – inhibitors of late stage P. falciparum gametocyte viability; P. falciparum stage V gametocytes, ATP luminescence, 24 h; inhibition, % at 10.9 µM; hit rate 0.065% among 150,000; AID 743093;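 active means inhibition above the mean plus 3 SD of compounds within the control limits, set per campaign, cut at about 38% in these data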;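 further: 0% = DMSO wells and 100% = medium only without gametocytes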
The depositor's hits bear a star. An excerpt, so the mix of outcomes need not match the whole.

A first look, 4 compounds:
Letters – A = Mcl1 Noxa PPI; B = Mcl1-Bid inh; C = RGS8-Gao reg; D = Pf gametocyte
1. C/C(CCC1CC(C)(C)OC1=O)=N\NC(N)=S (stereo unspecified)
  A = 1	B = -138	C = 103	D = 5

2. COc1ccc(Oc2ncccc2NC(=O)c2cccc(C)c2C)cc1
  A = 25	B = 10	C = 102	D = 28

3. CNc1nc(N)c([N+](=O)[O-])c(Nc2cccc(Cl)c2)n1
  A = 24	B = -8	C = 97	D = 17

4. COC(=O)[C@@H]1C[C@@]2(O)[C@H](O)[C@H](O)[C@H](O)C[C@H]2N1Cc1ccccc1OS(=O)(=O)c1ccc(C)cc1
  A = 25	B = -3	C = 97	D = 6

Results, from the start:
Letters – A = Mcl1 Noxa PPI; B = Mcl1-Bid inh; C = RGS8-Gao reg; D = Pf gametocyte
1. C/C(CCC1CC(C)(C)OC1=O)=N\NC(N)=S (stereo unspecified)
  A = 1	B = -138	C = 103	D = 5

2. COc1ccc(Oc2ncccc2NC(=O)c2cccc(C)c2C)cc1
  A = 25	B = 10	C = 102	D = 28

3. CNc1nc(N)c([N+](=O)[O-])c(Nc2cccc(Cl)c2)n1
  A = 24	B = -8	C = 97	D = 17

4. COC(=O)[C@@H]1C[C@@]2(O)[C@H](O)[C@H](O)[C@H](O)C[C@H]2N1Cc1ccccc1OS(=O)(=O)c1ccc(C)cc1
  A = 25	B = -3	C = 97	D = 6

5. OCc1nc2ccc(Cl)cc2[nH]1
  A = -21	B = -16	C = 104	D = -6

6. Cc1cc(=O)[nH]c(NCc2ccccc2)n1
  A = -17	B = -31	C = 99	D = 15

7. CSc1nnc(-c2ccncc2)n1/N=C/c1cn(-c2ccccc2)nc1-c1ccc(Cl)cc1
  A = 5	B = -19	C = 99	D = -2

8. COc1ccc(C2/C=C\CN(S(=O)(=O)c3ccc4ccccc4c3)CC(=O)N2Cc2ccc(F)cc2)cc1 (stereo unspecified)
  A = 4	B = -24	C = 102	D = 12

9. CCCC(O)(CCC)C(=O)NNc1ccc(C)cc1
  A = -23	B = -71	C = 102	D = 13

10. S=C(NCc1ccccc1)N1CCN(C2CCCCC2)CC1
  A = -42	B = -61	C = 96	D = 3

Quoted from the listing.
entry 3 | Mcl1 Noxa PPI = 24
entry 7 | Mcl1 Noxa PPI = 5

The list goes on:
Letters – A = Mcl1 Noxa PPI; B = Mcl1-Bid inh; C = RGS8-Gao reg; D = Pf gametocyte
11. N#CNC(=Nc1ccc(Cl)cc1)Oc1ccccc1
  A = -2	B = -2	C = 102	D = -4

12. CN1C2CCC1CC(NC(=O)CSc1ccc(Cl)cc1)C2 (stereo unspecified)
  A = 3	B = -2	C = 103	D = 15

13. COc1ccccc1-c1cn[nH]c1-c1ccc(OCc2ccc(F)cc2)cc1O
  A = -9	B = 8	C = 102	D = 15

14. Cc1ccc(S(=O)(=O)N2CCCCC2)cc1NC(=O)CNCc1ccco1
  A = 22	B = 42	C = 100	D = -1

15. NC(=O)COC(=O)c1cc(-c2ccco2)nc2ccccc12
  A = 61*	B = 9	C = 102	D = 3

16. COc1ccccc1NC(=O)CCc1c(C)nc2c(-c3ccc(F)cc3)c(C)nn2c1C
  A = -13	B = -35	C = 98	D = -11

17. Cc1cc(C)c2c(=O)c(/C=C3\NC(=S)NC3=O)coc2c1
  A = -40	B = 15	C = 100	D = -7

18. CCN(C(=O)COC(=O)/C=C/c1c(C)nn(-c2ccccc2)c1C)C1CCS(=O)(=O)C1 (stereo unspecified)
  A = -11	B = -16	C = 98	D = -1

19. C/C(=N/NC(=O)CCc1c(C)n[nH]c1C)c1cccc([N+](=O)[O-])c1
  A = 3	B = -13	C = 101	D = 19

20. CCOC(=O)N1CCC(N2C(=O)c3ccccc3C2Nc2cc(C)cc(C)c2)CC1 (stereo unspecified)
  A = 13	B = -78	C = 103	D = 8

21) CCOc1ccc(NC(=O)N(CCN(C)C)C(C)c2cccnc2)cc1 (stereo unspecified)
22) COc1ccc(C2=NOC(C(=O)Nc3cccnc3)C2)cc1OC (stereo unspecified)
23) O=C(N/N=C/C1CC2C=CC1C2)c1ccccc1O (stereo unspecified)
24) O=C(O)CC12CC3CC(C1)CC(n1ncc(NCc4ccccc4Cl)c(Cl)c1=O)(C3)C2
25) CCn1c(SCC(=O)N/N=C(/C)c2ccncc2)nc2ccccc21
26) CC(=C/c1ccccc1)/C=N/NC(=O)c1cccs1
27) O=[N+]([O-])c1cc(C(F)(F)F)cc([N+](=O)[O-])c1NCCNC(=S)Nc1ccc(Cl)c(Cl)c1
28) CCOc1ccc(-n2ccnc2)nn1

assay / compound,21,22,23,24,25,26,27,28
Mcl1 Noxa PPI,-29,21,9,19,0,11,11,-3
Mcl1-Bid inh,-67,-21,-89,57*,-18,-1,-26,-46
RGS8-Gao reg,101,98,101,101,99,103,103,105
Pf gametocyte,-6,19,-11,-27,-3,-3,7,-26

Brought forward from above: 2 entries, followed by the next part.
27) O=[N+]([O-])c1cc(C(F)(F)F)cc([N+](=O)[O-])c1NCCNC(=S)Nc1ccc(Cl)c(Cl)c1
28) CCOc1ccc(-n2ccnc2)nn1
29) CNC(=S)NNC(=O)c1ccc(N(C)C)cc1
30) CCn1nc(C)c(/C=N/NC(=O)c2nc3nc(C)cc(C)n3n2)c1C
31) C/C(=N\O)C(C)(C)Nc1ccc(Br)cc1
32) Cc1cccc(/C=N/n2c(-c3ccco3)n[nH]c2=S)c1
33) Cc1cccc(N2C(=O)/C(=C/c3cccnc3)SC2=S)c1
34) O=C(Cc1cccc2ccccc12)NNC(=O)Nc1ccc(Cl)cc1
35) Cc1cc(NCc2ccccn2)n2ncc(-c3ccc(Cl)cc3)c2n1
36) C[C@]12CS(=O)(=O)C[C@H]1SC(=S)N2c1ccccc1

assay / compound,27,28,29,30,31,32,33,34,35,36
Mcl1 Noxa PPI,11,-3,-6,-23,19,-8,-2,17,6,6
Mcl1-Bid inh,-26,-46,-72,-23,-54,-47,-59,-8,-4,-21
RGS8-Gao reg,103,105,99,99,101,98,102,101,100,102
Pf gametocyte,7,-26,0,12,6,2,-25,-7,3,-2

Entries 29 through 31 of the list above:
29) CNC(=S)NNC(=O)c1ccc(N(C)C)cc1
30) CCn1nc(C)c(/C=N/NC(=O)c2nc3nc(C)cc(C)n3n2)c1C
31) C/C(=N\O)C(C)(C)Nc1ccc(Br)cc1

assay / compound,29,30,31
Mcl1 Noxa PPI,-6,-23,19
Mcl1-Bid inh,-72,-23,-54
RGS8-Gao reg,99,99,101
Pf gametocyte,0,12,6

The listing continues.
37) CCNC(=S)N1CCN(CCN=CC2=C(O)CC(C)(C)CC2=O)CC1
38) Fc1ccc(-c2csc(-c3ccc(C4SCCS4)cc3)n2)cc1F
39) N#C/C(=N\Nc1ccc([N+](=O)[O-])cc1)C(=N)N1CCOCC1
40) O=C1NN(c2ccccc2)C(=O)/C1=C\c1coc2ccc(O)cc2c1=O
41) C/C(CC(=O)Nc1ccc(Cl)cc1C(F)(F)F)=N\NC(N)=S
42) CCCc1nnc(NC(=O)CCC(=O)NCc2ccc(OC)cc2)s1
43) COCCCNC(=S)Nc1c(C)cc(C)cc1C
44) S=C1NC[C@H](Cc2ccccc2)N1CCc1cccc2ccccc12
45) Cc1n[nH]c(=S)n1Cc1ccccc1
46) O=C(Nc1ccc(Cl)cc1)Nc1nc(-c2ccccc2O)cs1

assay / compound,37,38,39,40,41,42,43,44,45,46
Mcl1 Noxa PPI,7,-7,7,43,9,-5,20,-65,12,24
Mcl1-Bid inh,-74,-17,-23,-96,-74,-16,-80,-119,-93,-64
RGS8-Gao reg,101,102,111,95,107,92,101,96,99,102
Pf gametocyte,-4,2,9,3,17,-6,8,20,6,0
